Screening data from PubChem BioAssay.
TDP1 inh: qHTS Assay for Inhibitors of Tyrosyl-DNA Phosphodiesterase (TDP1); Tyrosyl-DNA phosphodiesterase 1 (Homo sapiens), Q9NUW8; recombinant TDP1, AlphaScreen DNA substrate cleavage; Potency, µM (doses to about 130 µM), for inactives: at the top dose activity change, negative = inhibition, actives largely listed as inhibitors; 350,000 compounds, 0.28% hits; AID 485290, 2010; also: nearly all actives have a fitted effect of over 40% in size
Target sequence (Q9NUW8 whole entry, looked up): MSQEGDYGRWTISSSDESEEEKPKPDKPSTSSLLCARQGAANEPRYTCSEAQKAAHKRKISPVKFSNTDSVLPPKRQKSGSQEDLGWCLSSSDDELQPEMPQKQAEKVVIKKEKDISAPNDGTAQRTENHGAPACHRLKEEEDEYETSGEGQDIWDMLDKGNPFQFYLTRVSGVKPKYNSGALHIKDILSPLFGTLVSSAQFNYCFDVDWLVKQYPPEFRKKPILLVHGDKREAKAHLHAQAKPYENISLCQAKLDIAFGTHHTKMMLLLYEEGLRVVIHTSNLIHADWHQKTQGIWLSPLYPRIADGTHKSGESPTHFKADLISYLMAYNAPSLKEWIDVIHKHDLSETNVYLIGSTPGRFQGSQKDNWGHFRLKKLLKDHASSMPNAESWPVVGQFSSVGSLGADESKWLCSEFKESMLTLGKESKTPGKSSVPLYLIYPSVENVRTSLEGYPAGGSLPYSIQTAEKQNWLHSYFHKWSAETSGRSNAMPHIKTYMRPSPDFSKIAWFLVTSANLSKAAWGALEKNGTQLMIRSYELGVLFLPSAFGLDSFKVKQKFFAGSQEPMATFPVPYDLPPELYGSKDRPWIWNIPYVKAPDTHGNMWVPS
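E. coli-derived human Tdp1, 1 nM final. Cpd preinc 15 min RT; substrate 15 nM final, 5 min RT; AS bead mix 10 ug/ml final, 10 min RT. Signal loss = tyrosine-FITC cleavage. No-enzyme wells = max signal.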
DT40 TDP1 CPT: qHTS for Inhibitors of human tyrosyl-DNA phosphodiesterase 1 (TDP1): qHTS in cells in presence of CPT; 420,000 compounds, 12% hits; chicken DT40 Tdp1-/-;hTDP1 cells + 20 nM CPT, ATP luminescence, 48 h; Potency, µM (highest dose often 46.2 µM), for inactives: top-dose activity change, negative = growth inhibition, actives largely listed as inhibitors; also: nearly all actives have a fitted effect of over 55% in size
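Chicken DT40 Tdp1-/- cells complemented with human TDP1, 400 cells/well, exposed to compounds plus 20 nM camptothecin for at least 48 h at 37 C; viability read as ATP content by CellTiter-Glo luminescence.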
DT40 TDP1 no CPT: qHTS for Inhibitors of human tyrosyl-DNA phosphodiesterase 1 (TDP1): qHTS in cells in absence of CPT | DT40 Tdp1-/- hTDP1 cells, no CPT, ATP luminescence, 48 h | 420,000 compounds, 15% hits | Potency, µM (top dose mostly 46.2 µM), without a hit: at the highest dose activity change, negative = growth inhibition, usual class: inhibitors; also: nearly all actives have a fitted effect of over 55% in size
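Chicken DT40 Tdp1-/- cells stably complemented with human TDP1 were seeded at 400 cells/well with DMSO in place of 20 nM camptothecin. After compound pinning, cells grew at least 48 hr at 37 °C; viability read by CellTiter-Glo luminescence.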
* hit, by the source's call; ? = inconclusive; / = not tested or not shown; [ ] = dose if it differs, or a comment. Calls follow the shape of the dose curve; as a rule, active = well fitted curve in the direction sought with a large enough effect; inconclusive = small, poorly fitted or top-dose-only effect, or another doubt; inactive = no such curve, though single readings can be large; an effect the other way counts as inactive or inconclusive. % is scaled to controls: 0 for no effect and ±100 for the full control effect; potency is read from the fitted curve at half-maximal effect. Hits appear at their usual frequency; about 18% have a hit in one of these screens.

SMILES	TDP1 inh	DT40 TDP1 CPT	DT40 TDP1 no CPT
O=C(COC(=O)/C=C/c1cccc(F)c1)Nc1cccc(S(=O)(=O)NC2=NCCCCC2)c1	0%	25%	-22%
Cc1ccc(NC(=O)CSc2ccc(-c3ccco3)nn2)c(C)c1	0%	?	?
CC1(C(=O)OCc2cc(=O)n3cc(Br)ccc3n2)CC1(Cl)Cl (stereo not given)	1%	-6%	-25%
COc1ccc(CN2CCNC(=O)C2CC(=O)N(C)CCC2CCOCC2)cc1OC (stereo not given)	2%	8%	-3%
CCCNC(=O)C1CCC(Cn2c(=O)c3sccc3n(CC(=O)N(CC)CC)c2=O)CC1 (stereo not given)	7%	-21%	-4%
NS(=O)(=O)c1ccc(CCNC(=O)COC(=O)C2CCN(c3ccc(C(F)(F)F)cn3)CC2)cc1	/	-31%	-12%
Cc1ccccc1CNC(=O)C1CCC(=O)N(C2CCCCCC2)C1 (stereo not given)	1%	-3%	?
C=CCNC(=O)c1cccc(C(F)(F)F)c1	-3%	?	0%
COc1ccccc1Nc1ncccc1C(=O)NCc1ccccc1	10%	-24%	-9%
O=C(O)C1=C[C@@H](c2coc3ccccc3c2=O)C[C@@H](OCCCCO)O1	5%	12%	5%
CCc1nc2ccccc2c(C(=O)Nc2cccc(C)c2)c1C	2%	?	?
Cc1cc2c(cc1C)[n+](C)cn2CC(O)COCc1ccccc1 (stereo not given)	3%	?	?
C[C@H](NC(=O)c1ccccc1Cl)C(=O)OCCOc1cccc(Cl)c1	-6%	-18%	?
CCOc1cc(/C=N/Nc2nc(=O)[nH]nc2C)ccc1O	1%	23%	-16%
CCC(=O)c1ccc(OCC(=O)OCC(=O)Nc2c(C)n(C)n(-c3ccccc3)c2=O)cc1	10%	-11%	-7%
CN(C)C(/C=C/Nc1ccc([N+](=O)[O-])cc1)=C(C#N)C#N	5%	15%	-19%
CC(OC(=O)c1ccc(NC(=O)CC#N)cc1)C(=O)NC(c1ccccc1)c1ccccc1 (stereo not given)	-10%	-22%	-30%
Cc1c(Cl)cccc1-c1ccc(C(=O)N2CCN(c3ccc([N+](=O)[O-])cc3)CC2)o1	6%	?	26µM*
CCOC(=O)C1CCCCN1Cc1cc(Cl)ccc1O (stereo not given)	-6%	-17%	?
O=C(COc1ccccc1C(=O)Nc1ccccc1)Nc1cccc([N+](=O)[O-])c1	/	13µM*	?
CCOC(=O)c1c(C)n(-c2ccc(C)cc2)c2ccc(OCC(O)CN3CCN(C)CC3)cc12 (stereo not given)	6%	-88%	?
Cc1ccc(-c2nc(-c3ccccn3)no2)cc1	4%	7.3µM*	8.2µM*
COc1ccc(C(=O)Nc2cccc(-c3ccc(N4CCOCC4)nn3)c2)cc1OC	/	18µM*	9.2µM*
COCCN1CCn2c(nc3cc(Nc4nnc(C)c5ccccc45)ccc32)C1	/	-28%	0%
COc1cc2c(cc1OC)C(COc1ccc3c(C)cc(=O)oc3c1)N(C(=O)Cc1ccccc1)CC2 (stereo not given)	-3%	?	?

Complete entries, looked up by structure. Screens in order: TDP1 inh, DT40 TDP1 CPT, DT40 TDP1 no CPT
Results for COc1ccc(CN2CCNC(=O)C2CC(=O)N(C)CCC2CCOCC2)cc1OC (stereo not given) → 2%, 8%, -3%
Results for COc1ccccc1Nc1ncccc1C(=O)NCc1ccccc1 → 10%, -24%, -9%
Results for COCCN1CCn2c(nc3cc(Nc4nnc(C)c5ccccc45)ccc32)C1 → /, -28%, 0%
Results for CCC(=O)c1ccc(OCC(=O)OCC(=O)Nc2c(C)n(C)n(-c3ccccc3)c2=O)cc1 → 10%, -11%, -7%

(cont.)
SMILES	TDP1 inh	DT40 TDP1 CPT	DT40 TDP1 no CPT
O=C(COC(=O)c1cnccn1)c1ccccc1	6%	13%	16%
O=C(C1COc2ccccc2O1)N(Cc1cccnc1)c1nc2c(F)cccc2s1 (stereo not given)	-3%	-21%	-24%
COc1ccc(C2/C(=C(/O)c3ccccc3)C(=O)C(=O)N2C)c(OC)c1 (stereo not given)	/	0%	-1%
CC1=C(C)CC(C(=O)NNC(=O)c2csc3c2CCC(C(C)(C)C)C3)C(C(=O)O)C1 (stereo not given)	5%	3%	2%
CCN(CC)CCN(Cc1cc2ccc(C)cc2[nH]c1=O)C(=S)Nc1ccccc1C(=O)OC	8%	?	?
Cc1noc(C)c1CN1C(=O)NC(Cc2ccccc2)(Cc2ccccc2)C1=O	7%	?	?
CC(C)CCNC(=O)Cn1c(=O)oc2cc(S(=O)(=O)N3CC(C)CC(C)C3)ccc21 (stereo not given)	1%	23µM*	16µM*
Cc1ccccc1-c1nc(NCCN(C)C)nc2ccsc12	/	-21%	?
O=C(Nc1cc(C2CC2)nn1-c1ccccc1)c1ccc(F)cc1	0%	3%	-18%
Cc1c(N=Cc2ccco2)c(=O)n(-c2ccccc2)n1C	6%	-8%	-6%
CN(CC(=O)Nc1ccc(N2CCOCC2)cc1)CC(=O)Nc1ccccc1[N+](=O)[O-]	0%	-9%	-5%
CC(Sc1nnc(-c2ccco2)o1)C(=O)Nc1ccc(OC(F)F)cc1 (stereo not given)	0%	-2%	-5%
COc1cc(Cl)c(C)cc1NC(=O)COC(=O)c1cc(SC)ccc1Cl	5%	16%	2%
O=C(COC(=O)c1ccccc1C(=O)N1CCN(c2ccccc2)CC1)Nc1ccccc1	6%	?	?
COc1ccc(Cl)cc1NC(=O)CNc1ccccc1CN(C)C1CCCCC1	0%	?	?
CC(=O)c1ccc(Nc2c(C)n(C)n(-c3ccccc3)c2=O)cc1	-1%	1%	-10%
COCCn1c(SCC(=O)Nc2cccc(C(=O)OC)c2)nc2ccccc2c1=O	0%	21µM*	?
O=C(Nc1ccc2c(c1)C(=O)N(C1CCCCC1)C2=O)C1CCCO1 (stereo not given)	0%	-18%	?
CN(C)C(CNS(=O)(=O)c1ccc2ccccc2c1)c1ccccc1 (stereo not given)	/	?	?
Cc1ccc(NS(=O)(=O)c2ccc(C)c(NC(=O)c3ccc(S(=O)(=O)N4CCCCCC4)cc3)c2)c(C)c1	/	18µM*	10µM*
Cc1ccc(C(=O)OCC(=O)NC(C)c2ccccc2)s1 (stereo not given)	0%	1%	-20%
COCc1nnc(NC(=O)C2CC(=O)N(C3CCCC3)C2)s1 (stereo not given)	-2%	21%	-2%
Cc1cc(Br)cc(C)c1NC(=S)NC(=O)CC(C)C	5%	?	?
COc1ccccc1CNC(=O)COC(=O)c1c[nH]c2ccccc12	2%	?	?
Cc1cccc(CN2CCN(C(C)C(=O)NC(C)c3ccccc3)CC2)c1 (stereo not given)	/	?	-28%

Two of the compounds above, as a markdown table:
| SMILES | TDP1 inh | DT40 TDP1 CPT | DT40 TDP1 no CPT |
| --- | --- | --- | --- |
| CC(=O)c1ccc(Nc2c(C)n(C)n(-c3ccccc3)c2=O)cc1 | -1% | 1% | -10% |
| CCOc1cc(/C=N/Nc2nc(=O)[nH]nc2C)ccc1O | 1% | 23% | -16% |

Continued.
SMILES	TDP1 inh	DT40 TDP1 CPT	DT40 TDP1 no CPT
COc1ccc(C(=O)NCCS(=O)(=O)NCc2cccnc2)cc1	4%	4%	-29%
CC1(C)Cc2c(sc3ncnc(NN)c23)CO1	4%	?	?
Cc1ccc(NC(=O)COC(=O)c2oc3ccccc3c2C)cc1S(=O)(=O)N1CCOCC1	-9%	?	?
Cc1ccc(CNS(=O)(=O)c2ccc3c(c2)OCCO3)cc1	3%	?	?
Cc1ccc(S(=O)(=O)N(CC(=O)Nc2ccc(C(C)C)cc2)Cc2ccccc2)cc1	-10%[12.3 µM]	?	?
CC(C)(C)C(=O)Cn1ncc(N2CCOCC2)c(Br)c1=O	3%	31%[activator]	2%
Cc1ccc(C)c(S(=O)(=O)N2CCNCC2)c1	0%	-22%	-25%
CCC(C)NC(=O)CCCn1c(=O)c2cccn2c2ccccc21 (stereo not given)	3%	-28%	-10%
C[C@@H]1CC[C@]2(O[C@@H](CCO)C[C@H](O)[C@H]2O)O1	-3%	-9%	5%
O=C1[C@H](Cc2ccccc2)NC/C=C\C[C@@H](c2ccc(Cl)cc2)N1Cc1ccccc1	/	13µM*	11µM*
COCC(=O)Nc1c(C(=O)Nc2cccc(OC)c2)oc2ccccc12	3%	-22%	?
CCOC(=O)c1sc(NC(=O)CSc2ccccn2)c(C#N)c1C	-2%	-20%	-11%
O=C(CCC(=O)Nc1ccc(F)cc1)N/N=C/c1ccccc1O	3%	?	?
CC1=NN(c2nc(-c3ccc(C#N)cc3)cs2)C(=O)C1	8%	19%	-25%
COc1cccc(C2C=C(c3ccccc3)Nc3c(C(=O)Nc4ccccc4)cnn32)c1OC (stereo not given)	8%	16µM*	15µM*
CCCCN1C(=O)C2NN=C(C(=O)OC)C2C1=O (stereo not given)	-2%	6%	12%
CCOC(=O)c1c(C)n(C)c2ccc(O)cc12	5%	-1%	-25%
O=C(COC(=O)C1CCCO1)Nc1nc(-c2ccc(F)cc2)cs1 (stereo not given)	1%	?	?
O=C(COc1ccc(S(=O)(=O)N2CCCC2)cc1)Nc1ccc(F)cc1	/	?	-23%
COc1ccc(CNC(=O)COC(=O)c2cc(-c3ccc(Cl)s3)nc3ccccc23)cc1	-7%	?	?
CCOc1ccc(C2C(=O)N(C3CCCCC3)CC(=O)N2CC2CCCO2)cc1OC (stereo not given)	-1%	14%	-4%
Cc1ccc(SCC(=O)NC(C)(C)C)cc1	2%	-4%	-12%
CCOC(=O)C1=C(C)NC(=O)NC1c1ccc(Cl)cc1Cl (stereo not given)	5%	-11%	-13%
CCc1cc(C(=O)N(C)CC(=O)N(CC(C)C)c2c(N)n(CC(C)C)c(=O)[nH]c2=O)sc1C	5%[56.1 µM]	1%	2%
O=C(CN1C(=O)NC(c2ccc(F)cc2)C1=O)Nc1ccc2c(c1)OCCO2 (stereo not given)	0%	-4%	-13%
SMILES	TDP1 inh	DT40 TDP1 CPT	DT40 TDP1 no CPT
CCCn1c(SCC(=O)N2CCc3ccccc3C2)nc(O)cc1=O	0%	-12%	-5%
O=C(COC(=O)c1ccccc1)NC12CC3CC(CC(C3)C1)C2	0%	-21%	-11%
CCCCCNC(=O)C(C1CC1)n1c(=O)c(-c2cc3ccccc3[nH]2)nc2ccccc21 (stereo not given)	/	?	?
Cc1cc(C(=O)Nc2ccccc2-c2nc(CNC(=O)C3COc4ccccc4O3)c(C)o2)c(C)o1 (stereo not given)	/	5%[9.04 µM]	-20%
CN(C)S(=O)(=O)c1cccc(C(=O)N(Cc2ccc(F)cc2)Cc2ccco2)c1	9%	?	?
CC(C)(C)OC(=O)N[C@@H](Cc1ccccc1)C(=O)N[C@@H](CO)[C@H](O)[C@@H]1C[C@@H]1C(=O)NC1CC1	/	-14%	-5%
COc1ccc(C(c2nnnn2CCc2ccccc2)N2CCN(C)CC2)cc1OC (stereo not given)	3%	-12%	-3%
O=C1CCCN1CN(C(=O)c1ccccc1)c1ccc(F)cc1	2%	?	?
O=C(Nc1ccccc1F)c1ccc(CNS(=O)(=O)c2cccc(C(F)(F)F)c2)cc1	3%	-26%	?
O=C(/C=C/c1cn(-c2ccccc2)nc1-c1cccnc1)c1ccco1	5%	15µM*	10µM*
COc1ccc(CN(C)C(C)C(=O)Nc2ccc([N+](=O)[O-])cc2Cl)cc1OC (stereo not given)	6%	26µM*	9.2µM*
Cc1ccc(N/C=C/C(=O)c2ccccc2)cc1C	-1%	0%	-14%
COc1ccc(NS(=O)(=O)c2ccc(S(=O)(=O)N(C)C)cc2)cc1S(N)(=O)=O	3%	1%	-1%
COCCNC(=O)Cn1ncc2ccsc2c1=O	5%	15%	14%
O=C(NCCc1cn2ccccc2n1)c1ccccc1F	4%	1%	-2%
C/C(Cn1nc([N+](=O)[O-])cc1C)=N\NC(=O)COc1c(Cl)cc(Cl)cc1Cl	5%	-16%	?
Cc1ccc(Cc2c(C3CCCCC3)nc3ccc(C)cn23)cc1	/	18µM*	18µM*
Cc1ccc(-n2c(=O)cc(N3CCN(Cc4ccccc4)CC3)[nH]c2=O)cc1	-10%	-23%	-11%
Cc1ccc(-c2cc(C(F)(F)F)n3nc(C(=O)Nc4ccc(C#N)cc4)cc3n2)cc1	3%	-3%	-6%

Gathered by group: those above containing two or more sulfur atoms
SMILES	TDP1 inh	DT40 TDP1 CPT	DT40 TDP1 no CPT
Cc1ccc(NS(=O)(=O)c2ccc(C)c(NC(=O)c3ccc(S(=O)(=O)N4CCCCCC4)cc3)c2)c(C)c1	/	18µM*	10µM*
CCOC(=O)c1sc(NC(=O)CSc2ccccn2)c(C#N)c1C	-2%	-20%	-11%
COc1ccc(NS(=O)(=O)c2ccc(S(=O)(=O)N(C)C)cc2)cc1S(N)(=O)=O	3%	1%	-1%
